# Sm TGR inh – qHTS Assay for the Inhibitors of Schistosoma Mansoni Peroxiredoxins; Schistosoma mansoni thioredoxin glutathione reductase (TGR), Q962Y6; purified TGR, DTNB reduction, TNB absorbance 405 nm; Potency, µM (top dose mostly 114 µM), without a hit: at the highest dose activity change, negative = inhibition, actives largely listed as inhibitors; hit rate 3% among 360,000; AID 485364, 2010; further: nearly all actives have a fitted effect of over 60% in size
#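 First, TGR (20 nM dispensed) and NADPH were mixed with compound. Second, a 15 min room-temperature incubation followed. Third, further NADPH and then DTNB were added to start the reaction. Finally, TNB absorbance was monitored kinetically.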
# Tb PYK inh – qHTS of Trypanosoma Brucei Inhibitors; pyruvate kinase (Trypanosoma brucei), Q57TT1; TbPYK enzyme, Kinase-Glo Plus ATP luminescence, 45 min; hit rate 0.12% among 410,000; AID 624173, 2012; Potency, µM (titrated, usually from 76.8 µM), for inactives: at the highest dose activity, negative = inhibition, usual class: inhibitors; further: nearly all actives have a fitted effect of over 50% in size
#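 Quantitative HTS: titrated library compounds versus trypanosomal pyruvate kinase in TEA buffer (pH 7.2) containing KCl, MgCl2, BSA and Tween-20. Reactions were initiated with ADP, 130 uM final. Kinase-Glo Plus luminescence was read after 45 min at RT.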
# * hit, by the source's call. The call rests on the fitted dose curve; in most records, active means well fitted curve in the direction sought with a large enough effect; inconclusive means small, poorly fitted or top-dose-only effect, or another doubt; inactive means no such curve, though single readings can be large; an effect the other way counts as inactive or inconclusive. On the % scale 0 is the no-effect control and ±100 the full control effect; potency means the concentration at half of the fitted maximal effect. Only part of the results is shown, so the mix of outcomes need not match the whole.
1. Cc1ccc(C(=O)c2oc3ccccc3c2NC(=O)Cc2coc3cc(C)ccc23)cc1
2. COc1ccc(CNC(=O)c2nn(-c3ccccc3C)nc2CO)cc1
3. COc1ccc(CCNC(=O)c2nc(SCc3ccc(F)cc3)ncc2Cl)cc1OC
4. CCN1CCN(c2cc(C)c3cc(NC(=O)/C=C/c4cccc(Cl)c4)ccc3n2)CC1
5. O=C(Nc1ccccc1C(=O)OCc1cc(=O)n2nc(C3CC3)sc2n1)c1cccc(F)c1
6. Cc1ccc(CSc2ccc3nnc(CCNS(=O)(=O)c4ccc(C)cc4)n3n2)cc1
7. CCOc1ccc(-n2ccn3c(CC(C)CC(=O)O)nnc3c2=O)cc1 (stereo unspecified)
8. COc1ccc(NC(=O)CSC2=Nc3ccccc3C3=NC(CCC(=O)NCCc4ccccc4)C(=O)N23)cc1 (stereo unspecified)
9. COc1cccc(C2C(C(N)=O)=C(C)Nc3ncnn32)c1 (stereo unspecified)
10. Cc1ccc(Cl)cc1NC(=O)Nc1nnc(N(C)Cc2ccccc2)s1
Compound	1	2	3	4	5	6	7	8	9	10
Sm TGR inh	-2.3%	4.3%	-2.2%	6.7%	4.7%	2.0%	2.0%	-4.8%	-0.6%	-6.7%
Tb PYK inh	0.1%	0.7%	-1.1%	1.2%	0.0%	-2.5%	1.6%	2.2%	2.2%	-1.0%

11. Cc1ccccc1NC(=O)CSc1nc2ccc(NC(=O)c3cccs3)cc2s1
12. Cc1ccc(C)c(N2CCN(S(=O)(=O)c3ccc4[nH]c5c(c4c3)CCCC5)CC2)c1
13. COc1ccc(NC(=O)CCCn2c(=O)c3cccn3c3ccccc32)c(OC)c1
14. COc1cc(Cl)c(C)cc1NC(=O)c1cn(C2CCCC2)c(=O)c2c1c1ccccc1n2C
15. CCOC(=O)c1ccccc1NC(=O)N1CCN(Cc2cc(=O)n3nc(-c4ccccc4)sc3n2)CC1
16. Cc1cc(NS(=O)(=O)c2ccc(NC(=O)COc3cc(C)c(Br)cc3C(C)C)cc2)no1
17. CCc1ccc(CNc2ncnc3c2nc2n3CCCC2)cc1
18. CCOC(=O)c1[nH]c(C)c(CCC(=O)Nc2ccc(Br)c(C)c2)c1C
19. COc1ccc(NC(=O)CSc2nnc(-c3ccc(OC)cc3)s2)cc1
20. O=C(COc1ccc2oc3c(c2c1)CCCC3)Nc1ccc(Br)cc1
Compound	11	12	13	14	15	16	17	18	19	20
Sm TGR inh	-3.5%	-0.9%	2.4%	1.8%	21.0%	-0.3%	2.5%	-13.5%	-4.3%	-7.8%
Tb PYK inh	1.5%	2.8%	-7.8%	-0.4%	-3.2%	-4.9%	-8.3%	5.7%	2.4%	-3.8%

21. COc1cccc(NC(=O)c2oc3ccc(S(=O)(=O)N(C)C4CCCCC4)cc3c2C)c1
22. COc1ccc(C)cc1NC(=O)COCc1cc(-c2ccc(F)cc2)on1
23. COc1ccc(OC)c(CCNC(=O)c2c(C)oc3ncn(CC(C)C)c(=O)c23)c1
24. Cc1ccc(NC(=O)CSc2nc3ccc(NC(=O)c4cccs4)cc3s2)cc1
25. Cc1ccc(S(=O)(=O)N2CCCc3cc(NC(=O)c4ccc(C(C)(C)C)cc4)ccc32)cc1
26. COc1ccc(Nc2nc3cc(Cl)c(Cl)cc3n3cnnc23)cc1Cl
27. Cc1c(-c2ccccc2)c(=O)oc2c(CN3CCCC3)c(O)ccc12
28. COc1cccc2cc(-c3nc(-c4ccc(C)cc4)c(C)s3)c(=O)oc12
29. COc1ccc(NC(=O)c2cccn(Cc3ccc(Cl)cc3)c2=O)c(OC)c1
30. COc1ccc(C(=O)N2CCCCC2CCN2CCOCC2)cc1 (stereo unspecified)
Compound	21	22	23	24	25	26	27	28	29	30
Sm TGR inh	3.2%	7.1%	12.3%	-0.9%	5.6%	-13.0%	0.2%	2.3%	0.9%	0.4%
Tb PYK inh	3.2%	0.5%	3.8%	-1.8%	0.7%	-14.5%	-5.6%	9.8%	-6.5%	-13.4%

31. O=C(CSc1nc(-c2ccco2)nc2cc(=O)[nH]n12)Nc1ccccc1F
32. CN(C)c1ccc(CNC(=O)c2ccc3c(c2)N(C)C(=O)C2CCCCN32)cc1 (stereo unspecified)
33. O=C(c1ccc(CSc2nc3ccncc3n2Cc2ccccc2F)cc1)N1CCCCC1
34. CC1CCCN(S(=O)(=O)c2cc(C(=O)NCc3ccccc3Cl)n(C)c2)C1 (stereo unspecified)
35. O=C(CC1N=C2c3ccccc3N=C(SCC(=O)Nc3ccccc3F)N2C1=O)NCc1ccc2c(c1)OCO2 (stereo unspecified)
36. O=S1(=O)c2ccccc2N(Cc2cccc(C(F)(F)F)c2)c2ccccc21
37. CC(=O)Nc1cccc(NC(=O)C2(c3cccs3)CCOCC2)c1
38. Oc1c(C(c2ccc(Cl)cc2)N2CCCC2)sc2nc(-c3ccco3)nn12 (stereo unspecified)
39. O=C(CSc1ncc(S(=O)(=O)c2ccc(Br)cc2)c(=O)[nH]1)NCc1ccc(Cl)cc1
40. COc1ccc(-c2nc3ccccc3o2)cc1NC(=O)COc1cc(C)cc(C)c1
Compound	31	32	33	34	35	36	37	38	39	40
Sm TGR inh	-28.5%	-2.5%	4.2%	5.5%	0.4%	-1.2%	-3.0%	1.0%	-0.3%	10.7%
Tb PYK inh	-11.9%	-12.7%	5.8%	0.9%	-0.8%	1.5%	-0.5%	1.7%	-4.4%	1.2%

41. Cc1ccc(-c2nn3c(-c4ccccc4C)nnc3c3ccccc23)cc1
42. CC(=O)N1CCCc2cc(S(=O)(=O)N(Cc3ccccc3)C(C)C)ccc21
43. CCC(=O)N1CC(=O)Nc2ccc(C)cc2C1c1ccc(F)cc1 (stereo unspecified)
44. CCCCSCCCNC(=O)c1cn(CC)c2ccc(S(=O)(=O)N(C)C3CCCCC3)cc2c1=O
45. COc1cccc(NC(=O)c2sc3nc(C)c(C(=O)Nc4ccc(C)cc4C)c(-c4ccc(Br)cc4)c3c2N)c1
46. CCOC(=O)c1sc(NC(=O)/C=C/c2ccc(OCC)cc2)c(C(=O)OCC)c1C
47. O=C1CN(C(=O)c2ccccc2C(F)(F)F)C(c2ccccc2)c2cc(F)ccc2N1 (stereo unspecified)
48. COc1ccc(C)cc1NC(=O)c1cc(S(=O)(=O)N2CCc3ccccc3C2)ccc1F
49. CCc1ccccc1NC(=O)[C@@H](c1ccccc1)N1Cc2ccccc2C1=O
50. CCCCNC(=O)CCCn1c(=O)c2ccccc2n(Cc2ccccc2C)c1=O
Compound	41	42	43	44	45	46	47	48	49	50
Sm TGR inh	0.1%	13.6%	3.5%	-0.8%	-9.0%	18.7%	0.7%	10.7%	3.1%	-3.2%
Tb PYK inh	2.3%	0.9%	-9.1%	-10.8%	-2.7%	0.5%	-2.9%	-2.3%	-4.3%	5.0%

51. COc1ccc(N2CCN(C(=O)CCc3c(C)nn(-c4ccc(N5CCCC5)nn4)c3C)CC2)cc1
52. Cc1ccc(NC(=O)Cn2c(=O)c3ccc(Cl)cc3n3nncc23)cc1
53. Cc1cc(=O)n(Cc2ccc(Cl)cc2)c2c1c(C)nn2-c1ccccc1
54. O=S(=O)(c1ccccc1)c1nc(-c2cccs2)oc1SCc1ccccc1F
55. Cc1ccc(C2=Nc3ccccc3N=C(c3ccc(F)cc3)C2)c(O)c1
56. COc1cc(C(=O)NCCc2csc(-c3ccc(Cl)cc3)n2)cc(OC)c1OC
57. CCN(c1ccccc1)S(=O)(=O)c1ccc(NC(=O)c2cc(=O)c3cc(C)c(C)cc3o2)cc1
58. COc1cccc(CNC(=O)Cn2nc(-c3ccc(C)cc3)ccc2=O)c1
59. COc1ccc(-c2cc(C(F)(F)F)nc(SCCC(=O)Nc3ccc(OC)c(OC)c3)n2)cc1
60. COc1ccc(CNC(=O)CC2N=C3c4ccccc4N=C(SCC(=O)Nc4ccc(N(C)C)cc4)N3C2=O)cc1 (stereo unspecified)
Compound	51	52	53	54	55	56	57	58	59	60
Sm TGR inh	-4.9%	-2.1%	-0.4%	-28.9%	-2.4%	1.3%	2.4%	10.1%	1.2%	-1.3%
Tb PYK inh	-0.7%	-0.7%	0.8%	5.3%	1.6%	-0.2%	0.8%	-3.4%	1.3%	1.9%

61. CCN(C(=O)c1cc2c(=O)oc3ccc(C)cc3c2s1)c1ccccc1C
62. COc1ccc2nc(NC(=O)c3nc(SCc4cccc(C)c4)ncc3Cl)sc2c1
63. CCOC(=O)c1ccc(NC(=O)CSc2nc3ccccc3c(=O)n2CCNC(C)=O)cc1
64. CCOc1ccc(-c2cc(NC(=O)c3c(F)cccc3F)c(C(=O)OC)s2)cc1
65. Cc1ccc(NC(=O)c2ccccc2Br)c(C(=O)c2ccccc2)c1
66. CCCCn1c(=O)c2oc3ccccc3c2n(Cc2cccc(C)c2)c1=O
67. c1ccc(C(c2cccs2)c2c[nH]c3ccccc23)cc1 (stereo unspecified)
68. COc1ccccc1-c1noc(-c2ccc(NCc3ccco3)c([N+](=O)[O-])c2)n1
69. COc1cccc(C(=O)Nc2ccc(Cl)c(-c3nc4ccccc4[nH]3)c2)c1
70. O=C(NCc1ccco1)c1ccc2c(c1)N(Cc1cccc(Cl)c1)C(=O)c1ccccc1S2(=O)=O
Compound	61	62	63	64	65	66	67	68	69	70
Sm TGR inh	23.8%	-1.7%	6.4%	2.6%	23.5%	1.2%	3.2%	1.6%	7.1%	8.2%
Tb PYK inh	11.5%	-3.8%	0.3%	-0.4%	3.9%	0.4%	-2.7%	3.7%	3.5%	-4.4%

71. COc1ccc2c(c1)-c1nc(NC(=O)c3ccc(OC)c(Br)c3)sc1CC2
72. COC(=O)C1=C(C)NC(=O)C1(NC(=O)c1ccccc1C)C(F)(F)F (stereo unspecified)
73. O=C(Nc1ccc(Br)cc1C(=O)c1ccccc1Cl)c1ccc(Br)cc1
74. CCN(CC)CCNC(=O)C1CCCN(c2nnc(C)c3c(C)n(-c4ccc(Cl)cc4)nc23)C1 (stereo unspecified)
75. Cc1c(NC(=O)Cc2ccc(F)cc2)cccc1-c1nc2cccnc2s1
76. CCCOc1ccc(C2c3c(oc4ccccc4c3=O)C(=O)N2c2nc(C)c(C(=O)OCC)s2)cc1 (stereo unspecified)
77. CCCC(=O)n1nc(-c2ccco2)nc1NCc1ccccc1Cl
78. CCOC(=O)c1ccc(N=C2SC(C(=O)Nc3ccccc3)CC(=O)N2C)cc1 (stereo unspecified)
79. CCc1ccccc1NC(=O)Cn1nnc(-c2nc(-c3ccncc3)no2)c1N
80. CC(=O)N1CCc2c(sc3c2c(=O)n(CCc2ccccc2)c(=O)n3CC(=O)Nc2ccccc2F)C1
Compound	71	72	73	74	75	76	77	78	79	80
Sm TGR inh	3.5%	3.0%	2.0%	-10.9%	11.8%	6.6%	5.7%	1.1%	3.8%	2.3%
Tb PYK inh	-0.8%	1.4%	2.5%	0.1%	2.1%	-9.6%	2.0%	-4.1%	-6.0%	-4.7%

81. Nc1c(-c2nc(-c3ccncc3)no2)nnn1CC(=O)Nc1ccccc1
82. COc1ccccc1N1CCN(S(=O)(=O)c2c(C)nc3sc(C)c(C)n3c2=O)CC1
83. COc1ccccc1N1CCN(CCCNC(=O)c2nnc(Cc3ccc(F)cc3Cl)o2)CC1
84. CCOC(=O)c1ccc(NC(=O)CSc2nnc3c4ccccc4n(CC)c3n2)cc1
85. O=C(Nc1cccc(Cl)c1)C1CCN(S(=O)(=O)Cc2ccccc2)CC1
Compound	81	82	83	84	85
Sm TGR inh	-2.8%	4.0%	-3.3%	6.0%	-3.2%
Tb PYK inh	1.9%	-6.9%	-1.2%	3.4%	3.6%

# 6 entries already listed, sorted by molar mass, falling:
80. CC(=O)N1CCc2c(sc3c2c(=O)n(CCc2ccccc2)c(=O)n3CC(=O)Nc2ccccc2F)C1
82. COc1ccccc1N1CCN(S(=O)(=O)c2c(C)nc3sc(C)c(C)n3c2=O)CC1
85. O=C(Nc1cccc(Cl)c1)C1CCN(S(=O)(=O)Cc2ccccc2)CC1
79. CCc1ccccc1NC(=O)Cn1nnc(-c2nc(-c3ccncc3)no2)c1N
81. Nc1c(-c2nc(-c3ccncc3)no2)nnn1CC(=O)Nc1ccccc1
77. CCCC(=O)n1nc(-c2ccco2)nc1NCc1ccccc1Cl
Compound	80	82	85	79	81	77
Sm TGR inh	2.3%	4.0%	-3.2%	3.8%	-2.8%	5.7%
Tb PYK inh	-4.7%	-6.9%	3.6%	-6.0%	1.9%	2.0%

# Screening results deposited in PubChem BioAssay by National Center for Advancing Translational Sciences (NCATS).
